Bioassay records (PubChem BioAssay)
STAT1 blocker: STAT1 signaling inhibition | NIH 3T3 STAT1-luciferase reporter, IFN-gamma, luminescence | inhibition, % at 5.5 µM | 200,000 compounds, 0.35% hits;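 active = inhibition above a set limit, the mean inhibition across all tested compounds plus 3 SD, cut at about 34% in these data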;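 note: 0% = IFN-gamma with DMSO and 100% = IFN-gamma with 300 µM nifuroxazide; values of inactives mirror those of a sister screen read the other way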
ROMK primary: modulates human ROMK potassium channel activity; P48048; Tet-inducible ROMK, thallium flux fluorescence; actives lie on both sides; B-score at 10 µM; 130,000 compounds, 2% hits; AID 1918;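 active = signal ratio slope over the read window, or its plate-corrected B-score, at least 3 SD from the plate mean, either direction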;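 note: B-score of the F/F0 ratio slope over 7 to 12 s after thallium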
Target sequence (P48048 whole entry, looked up): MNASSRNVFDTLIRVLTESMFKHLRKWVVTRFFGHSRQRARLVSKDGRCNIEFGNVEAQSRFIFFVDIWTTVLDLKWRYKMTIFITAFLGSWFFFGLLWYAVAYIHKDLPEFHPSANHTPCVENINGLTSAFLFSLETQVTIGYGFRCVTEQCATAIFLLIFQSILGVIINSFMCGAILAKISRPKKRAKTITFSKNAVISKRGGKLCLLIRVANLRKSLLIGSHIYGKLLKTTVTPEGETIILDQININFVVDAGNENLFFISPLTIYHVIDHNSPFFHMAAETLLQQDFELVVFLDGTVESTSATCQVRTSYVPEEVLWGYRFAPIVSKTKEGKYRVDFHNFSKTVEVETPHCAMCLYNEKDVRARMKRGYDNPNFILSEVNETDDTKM
bIAP activator: increases bovine intestinal alkaline phosphatase activity | purified bovine IAP, CDP-star luminescence, 30 min; active compounds read high; fold of DMSO-control signal, blank-subtracted | activation factor at 20 µM | 200,000 compounds, 0.17% hits;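 active = activation factor of 2 or more at 20 µM, a signal rise over negative controls twice the positive control's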
TNAP act hiacc: activators of human TNAP at high phosphate acceptor concentration | purified TNAP, CDP-star luminescence, 1 M DEA, 30 min; active compounds read high; 0 = EDTA background, 1 = DMSO-only activity | activation factor at 20 µM | 200,000 tested, under 10 active | AID 1136;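 active = activation factor at least 2 at 20 µM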
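Control set: EDTA negative control, DMSO positive control / Assay system: human TNAP / Quantity: TNAP 1/800 final / Evaluation: TNAP activation factor scaled between EDTA and DMSO control wells / Measured by: luminescent substrate turnover signal / Compound dosing: one dose, 20 µM / Times: 30 min enzyme reaction at room temperature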
PPARg SRC-1 ag: agonists of human PPARgamma SRC-1 coactivator recruitment. P37231. 200,000 compounds, 0.41% hits. AID 631. activation, % at 8 µM. PPARgamma-SRC-1 coactivator recruitment biochemical assay; in the data active = activation above about 19%;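 note: 0% = DMSO and 100% = reference agonist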
Target sequence (P37231 whole entry, looked up): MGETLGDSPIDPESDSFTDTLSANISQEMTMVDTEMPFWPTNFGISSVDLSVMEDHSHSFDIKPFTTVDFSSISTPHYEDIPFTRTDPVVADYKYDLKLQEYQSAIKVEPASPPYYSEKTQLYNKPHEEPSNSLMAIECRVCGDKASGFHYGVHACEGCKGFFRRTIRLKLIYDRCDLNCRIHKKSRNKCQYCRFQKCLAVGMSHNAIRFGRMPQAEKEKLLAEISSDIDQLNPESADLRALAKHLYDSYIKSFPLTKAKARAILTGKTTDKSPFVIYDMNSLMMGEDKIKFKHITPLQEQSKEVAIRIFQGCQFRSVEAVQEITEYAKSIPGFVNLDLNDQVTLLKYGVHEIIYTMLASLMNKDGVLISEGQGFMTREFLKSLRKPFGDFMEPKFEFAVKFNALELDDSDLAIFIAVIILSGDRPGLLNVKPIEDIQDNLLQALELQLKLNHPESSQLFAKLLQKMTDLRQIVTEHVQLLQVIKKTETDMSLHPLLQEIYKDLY
PPARg SRC-3 ag: promotes SRC-3 coactivator recruitment by human PPARgamma | biochemical PPARgamma/SRC-3 coactivator recruitment assay | activation, % at 8 µM | 200,000 compounds, 0.26% hits; in the data active = activation above about 23%;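 note: 0% = DMSO and 100% = reference agonist; some compounds past the cut are filed as inactive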
STAT3 blocker: reduces IL-6 driven STAT3 reporter signal; inhibition, % at 5.5 µM; 190,000 compounds, 0.89% hits; U3A cells, IL-6 STAT3-luciferase reporter, luminescence; host cell line lacks STAT1;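 active = inhibition above the mean inhibition across all screened compounds plus 3 SD, cut at about 44% in these data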;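 note: 0% = DMSO only wells and 100% = 100 µM nifuroxazide control wells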
bIAP inhibitor: intestinal alkaline phosphatase (bovine) inhibition; purified bovine IAP, CDP-star luminescence, 30 min; inhibition, % at 20 µM; 190,000 tested, under 10 active;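 active = over 50% inhibition of intestinal alkaline phosphatase at 20 µM in the single-dose screen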
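test system = bovine IAP enzyme | medium = DEA buffer 100 mM, pH 9.8, with MgCl2 1.0 mM, ZnCl2 0.02 mM | detection = luminescence | dosing = single compound dose of 20 µM, 2% DMSO final | incubation = 30 min reaction at room temperature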
PPARg SRC2 recr: agonists of SRC-2 recruitment by human PPARgamma | PPARgamma LBD-SRC-2 recruitment, biochemical | P37231 | activation, % at 8 µM | 200,000 compounds, 0.34% hits; in the data active = activation above about 22%;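 note: 0% = vehicle and 100% = reference agonist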
SRC2 TRFRET art: flags TR-FRET format artefacts in PPARgamma SRC-2 recruitment agonist screen; TR-FRET artefact counter-screen; active compounds read high; 200,000 compounds, 0.4% hits; TR-FRET ratio at 8 µM; in the data active = TR-FRET ratio above about 2000; note: inactives centre near 1500
STAT3 act: activators of IL-6 induced STAT3 signaling. U3A cells, IL-6 STAT3-luciferase reporter, luminescence; 100% = signal with IL-6 EC80 alone. activation (% of control), % at 5.6 µM. 190,000 compounds, 0.91% hits;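 active = activation above the screen-wide mean of compound activation plus 3 SD, cut at about 130% in these data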;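 note: 0% = background luminescence of wells with medium and substrate only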
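Test system: human U3A cells carrying STAT3-luciferase construct; control set: IL-6-only wells as 100% reference; timing: compound pre-incubation 1 h before IL-6, then 6 h stimulation at 37 °C; also added: IL-6 stimulus at 33 ng/mL final; evaluation: % activation versus median of IL-6-stimulated wells; detection: reporter luminescence signal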
The depositor's hits bear a star; x = no result given. Rows were taken by chance; about 3.7% have a hit in one of these screens.

Molecule	STAT1 blocker	ROMK primary	bIAP activator	TNAP act hiacc	PPARg SRC-1 ag	PPARg SRC-3 ag	STAT3 blocker	bIAP inhibitor	PPARg SRC2 recr	SRC2 TRFRET art	STAT3 act
CCCCCCCCC(=O)NNC(=O)c1c(O)c2ccccc2n(CC)c1=O	2	-0.076	1.1	1	4	-1	6	-15	3	1457	99
O=C(O)c1ccccc1-c1nc2ccccc2c(=O)[nH]1	0	0.91	1	1.1	5	0	9	0	9	1689	97
COc1ccc(OC)c(Nc2ncnc3ccccc23)c1	-3	0.48	1	1	-3	7	22	0	2	1520	82
CCOC(=O)C1C(=O)OC(C)(C)C1C(C)C(=O)c1ccccc1 (stereo unspecified)	-1	1.1	1	1	4	2	2	2	14	1568	102
OCCN1CCN(c2cc(-c3ccccc3)c3ccccc3n2)CC1	-6	0.67	0.9	1	6	-3	6	12	10	1455	95
CC(C)(C)NC(=O)Cn1c(SCC(N)=O)nc2ccccc21	11	x	1.1	1	1	-4	3	-6	-1	1499	102
O=C(Nc1ccc(-c2csc(-c3ccccc3)n2)cc1)c1ccccc1Cl	-3	x	0.9	1	10	3	30	14	9	1614	82
Cc1cc(C)cc(NC(=O)C2CCCN(S(=O)(=O)c3cnc[nH]3)C2)c1 (stereo unspecified)	-4	x	1.2	1	1	10	-2	-25	-2	1462	106
CCOC(=O)N1CCC(NC(=O)CS(=O)(=O)Cc2nc(-c3ccccc3C)oc2C)CC1	-2	x	1	1	3	5	6	2	-1	1549	96
Cc1nc2ccccc2c(=O)n1CCCO	5	x	1	1.1	12	2	10	2	0	1786	93
CC(Oc1ccccc1)c1ccn[nH]1 (stereo unspecified)	2	-0.55	1	1	8	0	6	-1	-2	1570	101
CC12CCC(C(=O)Nc3ccccc3-n3cccc3)(CC1=O)C2(C)C (stereo unspecified)	10	x	1	0.9	5	-3	-8	5	-3	1399	102
COc1ccc2nc(NC(=O)C3CCN(S(=O)(=O)c4cccs4)CC3)sc2c1	4	0.081	0.7	1.1	7	3	23	25	10	1780	85
Nc1c(N2CCOCC2)cc(Cl)c2nonc12	2	x	0.7	0.9	10	2	5	31	8	1687	99
O=[N+]([O-])c1ccc(N2CCN(c3ccccc3O)CC2)c(Cl)c1	0	0.81	1	1	-4	2	13	1	4	1557	92
CCC(C)Cn1c(C)nc2ccccc21 (stereo unspecified)	8	-0.061	0.9	1	1	-6	26	7	0	1535	79
Cc1ccc(S(=O)(=O)Nc2ccc(NC(=O)c3c(F)c(F)c(F)c(F)c3F)cc2)cc1	6	0.18	1	1	2	2	8	5	-8	1453	100
CC(C)N(Cc1nc2ccccc2[nH]1)C(C)C	24	x	1	1	-4	3	-7	3	-2	1519	106
O=C(NCc1cccnc1)C1CCN(S(=O)(=O)N2CCOCC2)CC1	-4	0.19	1	1	8	-7	-4	-1	8	1564	105
COc1ccc(/C(C)=N/OCC(=O)Nc2nc3ccccc3s2)cc1	-7	-0.52	1	1	0	1	-6	5	-2	1476	102
c1ccc2c(c1)OCC(c1csc3ncnc(N4CCOCC4)c13)O2 (stereo unspecified)	10	x	0.9	1.1	7	5	10	5	10	1466	97
COC(=O)c1cc2sccc2n1Cc1nc(-c2cccc(Cl)c2)oc1C	-1	x	0.8	1	-2	3	7	16	0	1776	98
Cc1ccc(S(=O)(=O)N(C)Cc2ccc(C(=O)N/N=C/c3ccc(OC(F)F)cc3)cc2)cc1	2	0.49	1	1	6	3	6	0	8	1662	98
O=C(c1cn[nH]c1)N1CCc2c([nH]c3ccccc23)C1c1c(F)cccc1Cl (stereo unspecified)	14	0.25	1.2	1	10	-1	-34	-23	5	1464	131
CCOC(=O)C1C(=O)Oc2ccc3ccccc3c2C1C1CCOC1=O (stereo unspecified)	-4	x	1.1	1	0	6	6	-12	11	1546	103
O=C(NC1CCCC1)C(c1ccsc1)N(C(=O)Cc1cccs1)c1ccc(F)cc1 (stereo unspecified)	-5	0.081	0.9	1	-5	-1	6	10	6	1449	101
O=C(NC1CCc2ccccc21)c1cc(COc2ccc(F)cc2Cl)on1 (stereo unspecified)	-6	-0.41	1.1	1	6	4	-4	-12	7	1506	105
OCCNc1nc2ccccc2[nH]1	-5	x	1.1	1	6	3	5	-7	4	1519	97
CCC1CCCCN1C(=O)CSc1nc2ccsc2c(=O)n1Cc1ccccc1 (stereo unspecified)	10	-3.1*	1	1	-2	2	3	-4	6	1558	95
CCOC(=O)NCCc1ccc(OC)cc1	8	-0.075	0.9	1.1	-6	-6	29	10	-3	1509	80
Cc1c(NS(=O)(=O)c2ccc(Cl)c(C(=O)OC(C)C(=O)N3CCOCC3)c2)c(=O)n(-c2ccccc2)n1C (stereo unspecified)	-3	0.21	0.9	1	-6	0	0	8	-2	1479	101
CCOC(=O)c1oc2ccccc2c1NC(=O)Cc1cccs1	9	-1.6	0.9	1	-3	-23	-10	9	-4	1402	113
O=C(c1cccc(Cl)c1)C1CCCN(C(=O)c2ccoc2)C1 (stereo unspecified)	1	x	0.9	1.1	-1	0	5	6	5	1482	100
Cc1ccc(NC(=O)CC2Oc3ccc(C)cc3NC2=O)cc1 (stereo unspecified)	-6	x	1.1	1	4	-11	6	-11	5	1643	99
Cc1c(Cc2ccccc2)sc(/N=C/c2ccc3ccccc3c2)c1C(N)=O	-1	1.2	0.9	1	0	-4	-14	12	-16	1459	116
c1ccc(-c2noc(CN3CCN(C(c4ccccc4)c4ccccc4)CC3)n2)cc1	-4	-0.46	1	1	4	0	-5	2	2	1509	108
CCN(CC(=O)Nc1c(F)cccc1F)C(=O)Cc1ccccc1	-3	0.48	1	1	1	-2	11	2	1	1780	96
O=C(c1ccc2c(c1)N(Cc1ccc(F)cc1)C(=O)CS2)N1CCOCC1	6	x	1	1	-2	-6	1	1	-7	1638	101
COc1cc(-c2nnc(COc3ccc4ccccc4c3)o2)cc(OC)c1OC	1	x	1	1	6	1	-3	1	3	1458	106
CCCCOC(=O)/C=C/c1c(C)[nH]c(=O)[nH]c1=O	-2	x	0.9	1	2	1	14	6	5	1557	89
CS(=O)(=O)N(CC(=O)N1CCCC1)Cc1ccccc1	1	0.66	1.2	1	9	5	-5	-16	-1	1802	110
c1ccc2c(c1)nnn2-c1ncnc2sccc12	-35	0.12	1.1	1	8	-4	3	-6	0	1673	100
C=CCNC(=S)N/N=C(\C)c1cccnc1	4	-0.55	1	1.1	0	5	18	-3	4	1563	91
Cc1cc(/C=C(\C#N)C(=O)OCC(=O)Nc2ccc(OC(F)F)cc2)c(C)n1CC(C)C	-3	-0.33	1.1	1	3	1	-8	-5	1	1418	107
COc1cc(CN(CCc2c(C)[nH]c3ccc(C)cc23)C(=S)NC(C)(C)C)cc(OC)c1OC	6	-1.9	0.8	1	2	2	-1	22	5	1450	100
Cc1cc(S(=O)(=O)N(Cc2ccccc2)Cc2ccc(N(C)C)cc2)ccc1-n1cnnn1	3	-0.17	0.9	1	-4	-4	-8	11	-5	1671	111
COc1cc(/C=N\NC(=O)C2CC3C=CC2C3)ccc1O (stereo unspecified)	-9	x	0.9	1	-5	-4	0	10	-8	1509	99
CCOP(=O)(c1c(F)c(F)c(F)c(F)c1F)C1(O)CCCCC1 (stereo unspecified)	11	x	0.9	1	10	6	14	10	5	1693	95
COC(=O)c1sc2nc(C)cc(-c3ccccc3)c2c1N	0	x	1.2	1	-3	4	0	-19	-2	1778	99
COC(=O)CN(c1nc(C)cc(OC)n1)S(=O)(=O)c1ccccc1	8	-0.21	0.9	1	2	0	-6	12	13	1529	108
COc1ccc(N=Cc2c(O)[nH]c3ccccc23)cc1OC	-49	2.8*	0.9	1	5	4	40	8	5	1798	72
CSc1ccc(CN2CCN(C3CCCC3)C(CCO)C2)cc1 (stereo unspecified)	-1	-0.83	1.1	1.1	4	-2	14	-10	6	1712	92

Reformatted with two lines to a compound: entries from further up.
Results follow in this order: STAT1 blocker, ROMK primary, bIAP activator, TNAP act hiacc, PPARg SRC-1 ag, PPARg SRC-3 ag, STAT3 blocker, bIAP inhibitor, PPARg SRC2 recr, SRC2 TRFRET art, STAT3 act
> COc1cc(CN(CCc2c(C)[nH]c3ccc(C)cc23)C(=S)NC(C)(C)C)cc(OC)c1OC
  6, -1.9, 0.8, 1, 2, 2, -1, 22, 5, 1450, 100
> Cc1cc(S(=O)(=O)N(Cc2ccccc2)Cc2ccc(N(C)C)cc2)ccc1-n1cnnn1
  3, -0.17, 0.9, 1, -4, -4, -8, 11, -5, 1671, 111
> COc1cc(/C=N\NC(=O)C2CC3C=CC2C3)ccc1O (stereo unspecified)
  -9, x, 0.9, 1, -5, -4, 0, 10, -8, 1509, 99
